Assay outcomes from PubChem BioAssay.
NR1D1 modulator – modulators of human Rev-erb alpha DNA binding; P20393; Rev-erbα–FITC-DNA binding, fluorescence polarization, 90 min; activity, % at 10 µM; 370,000 tested, 0.79% active;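 active = activity above about 14%, limit read from the data; passing the limit was not always enough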;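 note: 0% = DMSO wells with 35 nM protein and 100% = DMSO wells with 750 nM protein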
HGIII-sPLA2 inh – Inhibits HGIII-sPLA2 liposome hydrolysis, primary screen. 370,000 tested, 0.56% active. inhibition, % at 12.2 µM. QFRET BODIPY PC-A2 liposome hydrolysis, fluorescence. Q9NZ20;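 active = inhibition above mean plus 3 SD of compounds lying within the high and low control bounds, cut at about 19% in these data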;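 note: 0% = median of test compound wells and 100% = no enzyme DMSO wells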
UHRF1 MBD2 ctr – blocks human UHRF1 binding to methylated DNA. inhibition, % at 4.4 µM. UHRF1 binding to methylated oligo, TR-FRET. Q96T88. 370,000 tested, 0.75% active; in the data active = inhibition above about 21%;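 note: UHRF1 SRA domain binding a hemimethylated CpG hairpin DNA probe; 0% = median of test compound wells and 100% = reference inhibitor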
Target sequence (Q96T88 whole entry, looked up, the tested form may be a part): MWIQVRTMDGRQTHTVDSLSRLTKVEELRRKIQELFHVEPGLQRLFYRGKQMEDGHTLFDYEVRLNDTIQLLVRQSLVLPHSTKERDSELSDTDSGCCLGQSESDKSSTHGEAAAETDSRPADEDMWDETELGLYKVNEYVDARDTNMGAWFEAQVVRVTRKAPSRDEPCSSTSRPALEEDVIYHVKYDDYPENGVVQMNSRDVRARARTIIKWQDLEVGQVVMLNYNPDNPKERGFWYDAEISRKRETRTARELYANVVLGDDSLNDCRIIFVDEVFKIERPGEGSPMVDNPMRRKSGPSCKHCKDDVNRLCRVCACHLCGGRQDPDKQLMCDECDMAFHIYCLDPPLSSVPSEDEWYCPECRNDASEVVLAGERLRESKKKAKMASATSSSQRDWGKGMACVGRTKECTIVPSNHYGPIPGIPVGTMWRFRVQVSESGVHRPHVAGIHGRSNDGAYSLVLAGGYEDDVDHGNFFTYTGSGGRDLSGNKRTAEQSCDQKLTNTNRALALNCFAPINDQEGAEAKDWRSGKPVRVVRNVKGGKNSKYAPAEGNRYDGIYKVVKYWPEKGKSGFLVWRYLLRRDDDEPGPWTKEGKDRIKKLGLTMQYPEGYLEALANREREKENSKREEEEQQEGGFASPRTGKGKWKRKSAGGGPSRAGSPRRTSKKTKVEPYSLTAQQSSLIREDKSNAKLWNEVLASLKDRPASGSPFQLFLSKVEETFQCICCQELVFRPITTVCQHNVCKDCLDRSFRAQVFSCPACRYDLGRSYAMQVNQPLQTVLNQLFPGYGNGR
proKLK7 act – proKLK7 (human) activation, primary screen. P49862. purified proKLK7, EDANS-DABCYL substrate fluorescence; 100% is mature enzyme control, 0% vehicle. 370,000 tested, 0.9% active. activation, % at 7 µM;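 active = activation above the mean of all tested compounds plus 3 SD, computed per campaign excluding outliers beyond control limits, cut at about 13% in these data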
PLC-gamma1 inh – inhibitors of human phospholipase C gamma1 | purified PLC-gamma1, fluorogenic substrate, fluorescence | 370,000 tested, 0.84% active | inhibition, % at 12.2 µM | P19174; in the data active = inhibition above about 9.5%
ASAP1 inh – inhibitors of human ASAP1 ArfGAP activity. ASAP1-stimulated ARF1 GTP hydrolysis, GDP FP detection. AID 624377. inhibition, % at 16.5 µM. 360,000 tested, 0.19% active; in the data active = inhibition above about 25%;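 note: 0% = vehicle with enzyme and substrate and 100% = no enzyme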
PLC-beta3 inh – blocks human PLC-beta3 enzyme activity; 370,000 tested, 0.18% active; AID 720704; inhibition, % at 12.2 µM; Q01970; Purified PLC-beta3, fluorogenic substrate, fluorescence; in the data active = inhibition above about 11%;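 note: 0% = median of compound wells on plate and 100% = full blocker control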
DDE Tn7 FP inh – inhibitors of Tn7 peptide binding to human fibrin DD(E) | P02675 | FP displacement of FITC-Tn7 peptide from fibrin DD(E); 0% = median of compound wells per plate | inhibition, % at 8.3 µM | 370,000 tested, 0.13% active;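 active = inhibition above the mean of compounds falling within the control limits plus 3 SD of them, cut at about 14% in these data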;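 note: 0% = plate median of compound wells and 100% = 10 µM Aha-Tn7 peptide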
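Assay system: Human fibrin DD(E) protein | Medium: Tris buffer with calcium and detergent, pH 7.8 | Reagent: 0.1 µM fluorescent Tn7 | Compound dosing: Single point at 8.3 µM | Times: 10 min preincubation, 3 h with tracer, room temperature | Detection: Fluorescence polarization of the labelled Tn7 tracer | Controls: Aha-Tn7 high control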
ARFGAP1 inhibitor – rat ARFGAP1 inhibition; Q62848; Arfgap1-stimulated ARF1 GTP hydrolysis, GDP FP detection; inhibition, % at 16.5 µM; 360,000 tested, 0.26% active;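 active = inhibition above a per-plate limit, mean inhibition of low control wells plus 3 SD, cut at about 25% in these data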;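 note: 0% = DMSO wells with enzyme and 100% = wells lacking Arfgap1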
Target sequence (Q62848 1-136 limits assumed): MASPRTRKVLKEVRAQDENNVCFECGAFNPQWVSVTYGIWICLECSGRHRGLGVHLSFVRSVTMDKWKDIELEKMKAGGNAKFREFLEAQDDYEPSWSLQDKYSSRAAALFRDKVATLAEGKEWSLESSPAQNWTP
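Material: rat Arfgap1 GAP domain (His6, aa 1-136), purified enzyme. Also added: human ARF1(Δ1-17)-GTP substrate. Compound dosing: 16.5 µM single point, 1.26% DMSO. Timing: enzyme reaction 120 min at 25 °C after 20 min preincubation. Signal: GDP detection by fluorescence polarization. Read-out basis: percent inhibition of GAP-stimulated GDP formation, scaled between DMSO and no-Arfgap1 medians.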
Tn6 DDE FP – DD(E)-Tn6 binding inhibition, primary FP screen; P02675; 370,000 tested, 0.21% active; Fibrin DD(E) TRITC-Tn6 fluorescence polarization displacement; inhibition, % at 8.3 µM;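 active = inhibition above a per-campaign cutoff: mean of compounds within control limits plus 3 SD, cut at about 15% in these data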;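 note: 0% = median of all compound wells on the plate and 100% = blocking peptide control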
Active calls of the source: *.

UHRF1 MBD2 ctr	DDE Tn7 FP inh	PLC-beta3 inh	NR1D1 modulator	proKLK7 act	PLC-gamma1 inh	ARFGAP1 inhibitor	Tn6 DDE FP	HGIII-sPLA2 inh	Compound	ASAP1 inh
22*	0	-34	-2	-0.2	-20	-6	-7	2	COc1ccc(-c2nc3ccc(C)cn3c2CC2CCCCC2)cc1OC	4
2	8	-10	3	0.6	-1	-3	-10	4	C[C@H](NC(=O)c1ccccc1)C(=O)OCC(=O)c1c[nH]c2ccccc12	-14
0	6	1	-5	0.2	0	5	14	-11	CC(=O)Nc1ccc(CNc2nc3cc(-c4ccccc4C)sc3c(=O)n2C)cc1	-1
-2	-5	-6	-4	0.4	2	-10	4	-1	Cc1ccc(C(=O)N2CCN(Cc3ccccc3)CC2)o1	-5
1	1	-2	5	0.4	6	-5	6	0	Clc1ccc(CNCCCSc2ncccn2)cc1Cl	2
3	-9	0	4	0.0	6	5	-3	-24	CCOc1ccc(CCN2C(=S)N([C@@H](CC(C)C)CN3CCCC3CN3C(=S)NC[C@@H]3Cc3ccc(O)cc3)C[C@@H]2Cc2ccccc2)cc1 (stereo partly specified)	-5
1	-10	-9	0	0.4	-2	11	0	-15	CCOC(=O)C1CCN(C2CCN(C(=O)c3oc4c(C)c(C)ccc4c3C)CC2)CC1	-5
2	-6	0	5	-0.1	-1	-3	-12	0	C(#CC1CCCCC1)c1ccc2c(c1)COc1c3ccccc3nn1-2	10
3	0	-6	4	0.4	0	6	-1	-40	O=C(CSc1ncn[nH]1)Nc1ccc(Br)cc1Br	11
-2	3	-9	4	-0.1	-5	-6	-1	-3	COc1ccccc1NS(=O)(=O)c1cccc(C(=O)N/N=C/c2ccc([N+](=O)[O-])o2)c1	6

Given comma-delimited: entries from further up
SMILES,UHRF1 MBD2 ctr,DDE Tn7 FP inh,PLC-beta3 inh,NR1D1 modulator,proKLK7 act,PLC-gamma1 inh,ARFGAP1 inhibitor,Tn6 DDE FP,HGIII-sPLA2 inh,ASAP1 inh
Cc1ccc(C(=O)N2CCN(Cc3ccccc3)CC2)o1,-2,-5,-6,-4,0.4,2,-10,4,-1,-5
Clc1ccc(CNCCCSc2ncccn2)cc1Cl,1,1,-2,5,0.4,6,-5,6,0,2
CCOc1ccc(CCN2C(=S)N([C@@H](CC(C)C)CN3CCCC3CN3C(=S)NC[C@@H]3Cc3ccc(O)cc3)C[C@@H]2Cc2ccccc2)cc1 (stereo partly specified),3,-9,0,4,0.0,6,5,-3,-24,-5
CCOC(=O)C1CCN(C2CCN(C(=O)c3oc4c(C)c(C)ccc4c3C)CC2)CC1,1,-10,-9,0,0.4,-2,11,0,-15,-5

(further entries)
UHRF1 MBD2 ctr	DDE Tn7 FP inh	PLC-beta3 inh	NR1D1 modulator	proKLK7 act	PLC-gamma1 inh	ARFGAP1 inhibitor	Tn6 DDE FP	HGIII-sPLA2 inh	Compound	ASAP1 inh
14	5	-15	-5	-0.7	-9	7	1	-1	COc1ccc(Cc2c(-c3ccc(C)cc3)nc3c4ccccc4ccn23)c(C)c1	6
-1	6	-1	59*	0.0	2	-6	4	-11	CCc1ccc(NC(=O)CSc2nc3ncc(Br)cc3[nH]2)cc1	2
-1	-6	-4	2	-0.7	-2	14	6	-34	N#CCc1ccc(C(=O)c2ccccc2)s1	14
-2	-2	1	7	0.3	2	-3	-9	-2	Cc1ccc(-n2cnc3c(=O)[nH]cnc32)cc1[N+](=O)[O-]	-15
1	-2	-2	5	-0.2	-1	3	10	2	CC(C)(C)OC(=O)N/N=C\c1ccc([N+](=O)[O-])s1	-14
-1	6	-4	-7	0.1	-4	-6	-7	-5	CC1Cc2nc(SCC(=O)N3CCCCC3)n(C)c(=O)c2S1 (stereo unspecified)	-3
-3	5	3	4	-0.2	2	14	-6	-12	Cc1cccc(S(=O)(=O)NCCC(=O)OCC(=O)Nc2ccc(C#N)cc2)c1	13
-1	-2	-2	-4	-0.3	-1	5	-2	3	O=C(CCNS(=O)(=O)c1ccc(F)cc1)N1CCN(c2ncccn2)CC1	1
1	11	0	-2	0.0	0	8	2	-2	CCOC(=O)C(NC(=O)C1CCCN1C(=O)OCc1ccccc1)C(=O)OCC (stereo unspecified)	-12
-4	-5	3	1	-0.8	4	2	0	-6	CCOC(=O)C1=C(COC(=O)C2(C)CC2(Cl)Cl)NC(=O)NC1c1ccc(OC)cc1 (stereo unspecified)	6
2	2	-9	13	-12	-10	-1	3	-1	COc1ccc(NC(=O)c2oc3ccccc3c2NC(=O)c2ccco2)c(OC)c1	0
0	-5	-3	-6	0.0	1	5	-2	1	NC(=O)C1(N2CCCCC2)CCN(S(=O)(=O)c2cc(Cl)sc2Cl)CC1	-4
4	5	-3	-2	0.3	0	-4	6	8	Cc1[nH]c(=O)c(C(=O)c2cc(Cl)ccc2O)cc1C(=O)O	4
1	-4	6	3	-0.6	4	-7	1	-7	COC(=O)[C@]12C[C@H](CC(=O)NCCC(C)C)C(=O)N(Cc3ccc4c(c3)OCO4)C1=C[C@H](COCc1ccccc1)O[C@@H]2C	-5
-1	4	-2	-2	-0.2	3	13	-15	3	O=C(Nc1ccccc1)c1ccc(S(=O)(=O)N2CCCC2)cc1	2
-2	4	-3	-1	-0.5	-3	5	0	8	CC(C)CN(C(=O)C1=NN(c2ccccc2)C(=O)CC1)c1c(N)n(Cc2ccccc2)c(=O)[nH]c1=O	2
7	-4	0	6	0.4	3	-1	0	6	CC(=O)C1=C(c2ccccc2)NC(=O)NC1c1ccc(O)c(O)c1 (stereo unspecified)	-10
-2	0	0	2	0.3	-1	5	-7	-7	Cc1onc(-c2c(Cl)cccc2Cl)c1C(=O)c1c[nH]c(C(=O)NCCCN2CCOCC2)c1	2
5	-4	-2	1	0.1	-3	7	3	0	Cc1cc(C)cc(C(=O)N2CC(C)OC(C)C2)c1 (stereo unspecified)	-5
-3	6	-74	-4	0.8	-57	0	-2	1	N#CC1=C(N)Oc2cc(N)ccc2C1c1cccc(Br)c1 (stereo unspecified)	5
4	-2	2	3	0.1	-1	-4	-2	17	Cn1c(Cn2c(=O)sc3ccccc32)nnc1SCC(=O)Nc1ccccc1F	-5
-3	6	0	2	-0.5	-2	-10	-3	-49	Cc1ccc(Cn2c(O)c(N=O)c3ccccc32)cc1	9
3	3	-4	-3	-1.0	-3	6	0	2	O=C(Nc1c[nH]c(=O)[nH]c1=O)OCc1ccccc1	-7
40*	-5	3	-1	-0.2	4	8	-2	-5	O=C(c1cccc(S(=O)(=O)N2CCOCC2)c1)N1CCCCCC1	-9
0	4	3	-7	0.9	3	-16	7	-1	O=C1c2ccccc2S(=O)(=O)N1CCCN1C(=O)c2ccccc2S1(=O)=O	-2
0	-5	9	3	-0.5	9	30*	-15	-65	Cc1ccc(S(=O)(=O)Nc2ccc(NC(=O)Nc3cccc(C(F)(F)F)c3)cc2)cc1	22
4	4	-7	2	-0.8	0	14	0	6	CCCc1nnc(NC(=O)c2cn(CC)c3cc(N4CCN(C)CC4)c(F)cc3c2=O)s1	8
-2	6	-116	-5	0.4	-102	11	-3	-18	CCOc1cc(/C=C2/NC(=O)N(Cc3ccccc3F)C2=O)ccc1O	3
3	11	-2	-3	0.4	-1	-5	3	4	Nc1cccc(-c2nnc3n2CCCCC3)c1	-2
-3	1	3	2	0.3	1	0	5	-2	CCOc1ccc(C(=O)OCC(=O)Nc2nc(OC)cc(OC)n2)cc1OCC	-4

Whole records from above:
O=C1c2ccccc2S(=O)(=O)N1CCCN1C(=O)c2ccccc2S1(=O)=O as listed: UHRF1 MBD2 ctr: 0; DDE Tn7 FP inh: 4; PLC-beta3 inh: 3; NR1D1 modulator: -7; proKLK7 act: 0.9; PLC-gamma1 inh: 3; ARFGAP1 inhibitor: -16; Tn6 DDE FP: 7; HGIII-sPLA2 inh: -1; ASAP1 inh: -2
O=C(Nc1c[nH]c(=O)[nH]c1=O)OCc1ccccc1 as listed: UHRF1 MBD2 ctr: 3; DDE Tn7 FP inh: 3; PLC-beta3 inh: -4; NR1D1 modulator: -3; proKLK7 act: -1.0; PLC-gamma1 inh: -3; ARFGAP1 inhibitor: 6; Tn6 DDE FP: 0; HGIII-sPLA2 inh: 2; ASAP1 inh: -7

Next section
UHRF1 MBD2 ctr	DDE Tn7 FP inh	PLC-beta3 inh	NR1D1 modulator	proKLK7 act	PLC-gamma1 inh	ARFGAP1 inhibitor	Tn6 DDE FP	HGIII-sPLA2 inh	Compound	ASAP1 inh
4	-6	-6	1	-0.3	3	-8	-6	2	COc1ccccc1CN1CC(C(=O)NCCN(C)CCc2ccccc2)CCC1=O (stereo unspecified)	-1
5	-2	7	7	-0.1	5	13	-7	5	O=C(CCCn1c(=S)[nH]c2cc3c(cc2c1=O)OCO3)N1CCN(c2ccc(F)cc2)CC1	9
7	3	-4	1	-0.2	-1	4	2	-2	COCCn1c(-c2ccc(Cl)cc2)cnc1SCC(=O)NCCc1ccc(OC)c(OC)c1	11
3	1	3	1	0.2	4	5	1	12	CC(=O)c1cccc(NC(=O)N2CCCC2C(=O)Nc2ccc3c(c2)OCCO3)c1 (stereo unspecified)	1
-1	-4	-4	-6	0.4	-4	6	8	3	CCn1ccnc1CNC(=O)CC1C(=O)NCCN1CC(c1ccccc1)c1ccccc1 (stereo unspecified)	-8

Random draw from the library. Share with any hit: about 4.5%.
